SKKanGAS inh: blocks kanamycin growth of S. pyogenes SKKanGAS strain. BacTiter-Glo, 6 h. inhibition, % at 7.5 µM. 1.3% of 300,000 active;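 active = mean replicate score, as percent of positive control median, at least 50; inconclusive = mean below 50 but one replicate at or above 50; inactive = mean and every replicate below 50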;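 also: strain carries kanamycin resistance gene driven by streptokinase promoter and grows in 40 µg/ml kanamycin; loss of luminescence reflects streptokinase promoter inhibition or plain growth inhibition; 0% = median of DMSO wells and 100% = positive control at its reference dose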
HSF1 inh: HSF1 inhibition. 0.77% of 300,000 active. AID 2098. activity change, negative = inhibition, % at 7.5 µM (by protocol). NIH3T3-HGL HSE-luciferase, MG132-induced, luminescence 8 h; stronger effect = lower value;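 active = more than half of replicate wells show activity change below -50%, luminescence cut by over half; inconclusive = some wells, but at most half, below -50%; inactive = no replicate well below -50%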;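 also: luciferase reports HSF-1 transcriptional activity via heat shock element; 0% = median of DMSO wells and -100% = zero luminescence signal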
KLF5 inhibitor: inhibitors of KLF5 expression | DLD-1 KLF5 promoter-luciferase reporter, luminescence | inhibition, % at 5 µM | 0.23% of 290,000 active;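 active = inhibition above a per-plate limit of that plate's mean compound inhibition plus 3 SD, cut at about 60% in these data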;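 also: 0% = DMSO wells and 100% = LY294002 at 200 µM; higher means less KLF5 promoter-driven luciferase light; inactives centre near -14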
Platelet DG rel: modulates dense granule release in human platelets. inhibition, %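 (compounds screened at 7.5 µM in platelet-rich plasma)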. human platelet-rich plasma, SFLLRN dense granule ATP release, luminescence. 0.22% of 300,000 active;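 active = mean replicate score, as percent of positive control, at or above 50; inconclusive = mean below 50 but at least one replicate at or above 50; inactive = mean and every replicate below 50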
aSyn UTR inh: 5' untranslated region of α-synuclein, MLPCN primary screen; 0.82% of 300,000 active; inhibition, % (tested at 7.5 µM); alpha-synuclein 5'UTR reporter, inhibitor activity; in the data active = inhibition above about 60%; inconclusive = no clear call, values can overlap the other calls;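 also: H4 neuroglioblastoma cells stably carrying SNCA 5'UTR luciferase fusion; 0% = DMSO wells and 100% = positive control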
HIF activator: HIF pathway transcriptional activation. U2OS HRE-luciferase reporter, luminescence; normalized: DMSO 0%, desferrioxamine 100%. activation, % at 7.5 µM (by protocol). 0.32% of 300,000 active. AID 1910;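 active = mean activation of at least 10% of the iron chelator positive control signal, with at least half of replicates also reaching 10%; inconclusive = mean and replicate majority disagree about reaching 10%; inactive = mean and most replicates under 10%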
HSF-1 act: increases HSF-1 driven luciferase reporter signal. AID 504408. 1.7% of 300,000 active. NIH3T3-HGL HSF-1 luciferase reporter, MG132, 8 h; 100% = twice DMSO control signal. activation, % at 9 µM;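 active = mean replicate activation of at least 50% with a set share of replicates each reaching 50%; inconclusive = only one of those two conditions met; inactive = mean below 50% and too few replicates reaching it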;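 also: 0% = median of the neutral control wells and 100% = twice that signal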
AI-2 QS modul: modulators of Vibrio harveyi AI-2 quorum sensing system. Vibrio harveyi JMH597 AI-2 luminescence/OD600 ratio, 9 h; stronger effect = lower value; strain lacks LuxN and CqsS sensors; 0 = neutral-control median. activity change, % at 7.5 µM. 0.4% of 300,000 active. AID 2094; in the data active = activity change below about -75%, passing the limit was not always enough; inconclusive = no clear call, values can overlap the other calls;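 also: luminescence divided by OD600 gain over 9 h not by final OD600 alone; inactives centre near 13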
IEC-6 cytotox: counter-screen for KLF5 inhibitors: cytotoxicity in IEC-6 cells | IEC-6 cytotoxicity, luminescence viability | inhibition, % at 5 µM | 0.78% of 290,000 active; in the data active = inhibition above about 22%;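 also: 0% = plate median of test compound wells and 100% = cytotoxic reference compound wells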
HSP90 inh: inhibitors of HSP90 luciferase refolding in rabbit reticulocyte lysate; luciferase refolding luminescence, 3 h; inhibition, % at 5.6 µM; 0.91% of 290,000 active;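 active = inhibition above the screen-wide mean plus 3 SD, computed separately per campaign, cut at about 16% in these data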;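 also: 0% = DMSO wells and 100% = 60 µM geldanamycin wells; inhibitors lower the luminescence because luciferase stays unfolded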
* marks the source's active call; other numbers are inactive results; ? = inconclusive; . = no result given.

| Molecule | aSyn UTR inh | SKKanGAS inh | HSP90 inh | HIF activator | IEC-6 cytotox | Platelet DG rel | HSF1 inh | HSF-1 act | AI-2 QS modul | KLF5 inhibitor |
| --- | --- | --- | --- | --- | --- | --- | --- | --- | --- | --- |
| O=C(Nc1ccccc1N1CCOCC1)c1cc(-c2ccco2)nc2ccccc12 | 13 | 10 | 10 | -0.4 | -1 | -2 | -41 | -47 | 28 | -17 |
| O=C(O)C1C2C=CC(O2)C1C(=O)NCc1ccc2c(c1)OCO2 (stereo not given) | 0 | -23 | 0 | 0.1 | -3 | 2 | 2 | 0 | 25 | -9 |
| Cc1[nH]c2ccc(OC(F)(F)F)cc2c1CCN1C(=O)c2ccc(C(=O)O)cc2C1=O | -6 | 8 | -5 | 0.5 | 5 | 0 | -12 | -5 | 29 | -44 |
| C/C(=N\NC(=O)c1ccccc1O)c1ccc(NC(=O)Cc2ccccc2)cc1 | -71 | 12 | -1 | 2.3 | 3 | 17 | 15 | 16 | 15 | -112 |
| O=C(Nc1cccnc1)c1cccc(-c2cc3ccccc3oc2=O)c1 | 12 | -1 | -1 | 0.3 | -7 | 4 | 3 | -2 | 8 | -31 |
| COc1ccc(-n2c(SCC(=O)Nc3cc(C(=O)O)ccc3C)nc3ccccc3c2=O)cc1Cl | -17 | 2 | 3 | -0.6 | -4 | 1 | 3 | -10 | -6 | -4 |
| COc1ccccc1NS(=O)(=O)c1ccc(NC(=O)c2ccncc2)cc1 | -4 | -6 | 1 | -0.5 | 2 | -4 | 0 | -7 | 7 | -4 |
| Clc1ccc(-c2cc(CSc3cccc(Cl)c3)on2)cc1 | -67 | 10 | 2 | 0.6 | 6 | 8 | 16 | 24 | -15 | 16 |
| CN(C)c1cc[n+](CC(=O)Nc2ccc(Oc3ccccc3)cc2)cc1 | 49 | -3 | -2 | -0.1 | -6 | 0 | -3 | -7 | -20 | 17 |
| CCOc1ccc(CN(C)C(=O)CNC(=O)C2CCCCC2)cc1 | 18 | -4 | 2 | -0.1 | 2 | 0 | 0 | 14 | 2 | -12 |
| COc1ccc(C(C(=O)NC2CCCCC2)N(C(=O)c2sc(C)nc2C)c2ccccc2C)cc1 (stereo not given) | 15 | -12 | 2 | -0.2 | -4 | 2 | -2 | 4 | 8 | 14 |
| Cc1nc(CNS(=O)(=O)c2ccc3c(c2)OCCO3)cs1 | 15 | 23 | -1 | . | -3 | -3 | 0 | -8 | 21 | -13 |
| CCOC(=O)CN1CC23C=CC(O2)C(C(=O)Nc2cc(OC)ccc2OC)C3C1=O (stereo not given) | -3 | -2 | -4 | 0.0 | 1 | 0 | -2 | -5 | 14 | -9 |
| O=C(COc1ccc2c3c(c(=O)oc2c1)CCCC3)NCc1ccncc1 | -3 | -11 | 10 | -0.6 | 2 | -5 | -6 | -30 | -1 | -35 |
| Nc1c2c(nc3sc4c(c13)CCCC4)-c1ccccc1CC2 | -75 | 20 | 9 | -2.4 | -1 | 2 | -14 | -19 | -26 | -124 |
| CC(c1ccccc1C(O)(c1ccccc1)c1ccccc1)N(C)C (stereo not given) | -29 | -1 | -4 | -0.2 | -6 | 1 | -5 | -12 | 6 | -24 |
| CCCC1=NCCn2cccc21 | 7 | 0 | -2 | -0.2 | -13 | 1 | -4 | -2 | 7 | -25 |
| CC(=O)N1CCC(N(CCCOC(C)C)C(=O)Nc2ccc(C)c(C)c2)CC1 | -28 | -16 | -1 | 0.4 | 1 | -4 | -8 | 12 | -6 | -11 |
| Cc1nn(-c2ccccc2)c(C)c1NC(=O)COC(=O)c1ccc(Cl)c(N)c1 | 3 | -16 | . | 0.1 | . | 0 | -5 | -8 | . | . |
| COc1ccc(C(CNC(=O)c2ccc(C)c(S(=O)(=O)N3CCCCC3)c2)N(C)C)cc1OC (stereo not given) | 2 | -19 | 4 | -0.1 | 3 | -26 | -7 | -19 | 0 | 4 |
| Cc1cc(C)c2[nH]c(O)c(N=NC(=O)c3cc4c(s3)CCCC4)c2c1 | 12 | -7 | -3 | 0.3 | -8 | 10 | 2 | -4 | 5 | -1 |
| CCCCC1OC23CCCCC2C(C#N)(C(=N)O3)C1(C#N)C#N (stereo not given) | 8 | 2 | 3 | 0.1 | 2 | 2 | 0 | -10 | 32 | -2 |
| CCC(=O)Nc1ccc2c(c1)ncn2-c1ccc(OC)cc1 | -13 | -2 | -3 | 1.2 | 4 | 7 | -1 | 12 | 7 | -20 |
| N#C/C(=C\c1ccc(Cl)cc1)c1nc2ccccc2o1 | -35 | -6 | 2 | 1.2 | 0 | -6 | 62 | 75* | 13 | -22 |
| CN1C(=O)C(O)(C2COC(C)(C)CC2=O)c2ccccc21 (stereo not given) | 9 | 3 | -1 | -0.4 | 5 | 3 | -7 | -18 | 11 | -31 |
| COCCCn1c(=O)c2ccccc2n2c(=S)[nH]nc12 | 16 | 8 | 3 | -0.3 | -1 | -3 | -4 | 5 | -2 | -4 |
| S=C(NCCc1ccccc1)Nc1ccc(Br)cn1 | 1 | . | -1 | 0.6 | 8 | 0 | 6 | -5 | 8 | -33 |
| COC(=O)C(CCSC)NC(=O)C12CC3CC(CC(C3)C1)C2 (stereo not given) | 7 | -2 | 0 | 0.3 | -2 | -4 | . | . | 14 | -33 |
| O=C1Nc2ccc(Br)cc2C12OCCO2 | 9 | -6 | . | -0.3 | . | -4 | 1 | -19 | -9 | . |
| Cc1ccc(NC(=O)NC2=N/C(=C(/C#N)C(=O)N3CCCC3)c3ccccc32)cc1 | -19 | 21 | . | 2.4 | . | -3 | -45 | -54 | 29 | . |
| CCOC(=O)N1CCC(=NNC(=O)COc2ccc(OC)cc2)CC1 | 4 | -2 | -6 | -0.1 | 15 | -2 | -13 | 6 | 9 | 0 |
| CCOc1cc(CNC2CCCC2)ccc1OCc1ccccc1Cl | -20 | -9 | 4 | -0.4 | -2 | -6 | 6 | 9 | 14 | 0 |
| CCOC(=O)N1c2ccccc2Sc2ccccc21 | 1 | 14 | 0 | -0.3 | 5 | 13 | . | . | 6 | -12 |
| CC(=O)Nc1nc(CCC(C)C)cc2c1c(=O)oc1ccccc12 | ? | -7 | -2 | 0.0 | 6 | 1 | -1 | 3 | 19 | 9 |
| Cc1nn(CC(O)COc2ccc3c(c2)CCC3)c(C)c1Br (stereo not given) | 15 | -3 | -5 | 0.1 | -4 | 3 | 2 | -1 | 29 | -29 |
| Cc1nc2c3ccccc3nc(NNC(=O)CCC(=O)NC3CCCC3)n2n1 | -2 | 0 | 1 | 0.2 | -2 | 4 | 2 | 9 | 4 | -48 |
| O=c1c2ccccc2nnn1CSc1nnc2ccccn12 | -93 | 1 | -4 | 3.1 | -8 | 2 | 9 | 12 | 6 | -98 |
| CCOC(=O)CCCCC(=O)c1[nH]c(=O)[nH]c1C[n+]1ccccc1 | 7 | -5 | 2 | 0.6 | 1 | -3 | 2 | 26 | 6 | -39 |
| COc1ccccc1N(C(=O)c1snc(C(N)=O)c1N)C(C(=O)NC1CCCC1)c1ccc(N(C)C)cc1 (stereo not given) | 2 | -1 | 1 | -0.5 | 8 | -8 | -4 | 11 | 29 | 0 |
| CCOC(=O)N1CCN(C2CCCN(C(=O)c3ccccc3C(F)(F)F)C2)CC1 (stereo not given) | -1 | -8 | -1 | 1.0 | 0 | 0 | 1 | 10 | 14 | -15 |
| COc1ccc(Nc2nc(-c3cccs3)cs2)cc1 | -205 | 5 | -1 | 1.9 | 8 | 27 | 11 | 20 | 1 | -16 |
| CCC(=O)Nc1nonc1-c1nc2ccccc2n1Cc1cccc2ccccc12 | 67* | 2 | -2 | 0.5 | 5 | -2 | 0 | -4 | 28 | -3 |
| COc1cc(NC(=O)Cn2cnc3c(nc4n3CCCCC4)c2=O)cc(OC)c1OC | -7 | -7 | -3 | 0.4 | 3 | -4 | -3 | -5 | 12 | -11 |
| COc1ccccc1OCC(=O)Nc1ccc(N2CCCCC2)cc1 | 0 | -28 | -2 | -0.1 | -3 | -3 | -2 | 6 | 13 | -12 |
| CCOC(=O)NC(NC(=S)Nc1ccc(OCC)cc1)C(Cl)(Cl)Cl (stereo not given) | -20 | 2 | 4 | -2.0 | -7 | 1 | -21 | -17 | 10 | -5 |
| CC1(C)CC(=O)C(C=NCCc2ccc(O)cc2)=C(O)C1 | 20 | -3 | -2 | 0.3 | 0 | -2 | 4 | 4 | 24 | -12 |
| Cc1cccc(N2CCN(c3nc4nonc4nc3N3CCSCC3)CC2)n1 | -17 | 7 | 6 | -0.1 | -3 | 4 | 10 | 17 | 0 | -35 |
| CC(C)C[C@H](NC(=O)c1nc[nH]c1C(=O)NCC(=O)OC(C)(C)C)C(=O)OC(C)(C)C | 21 | 9 | . | -0.5 | . | 3 | 3 | 0 | 16 | . |
| C=C1CCN([C@H](C(=O)NCc2cc(OC)c(OC)c(OC)c2)C(C)C)S(=O)(=O)c2ccccc21 | 6 | 2 | . | 0.0 | . | 1 | 3 | 22 | 16 | . |
| COc1ccc(CNC(=O)C2(CC3CC(c4ccccc4)=NO3)CCNCC2)cc1 (stereo not given) | -18 | 4 | . | -0.5 | . | 0 | 0 | 6 | 1 | . |
| CC(C)CCNC(=O)Cn1c2c(c(-c3ccccc3Cl)cc1=O)CCC2 | 17 | -2 | -2 | 0.0 | 5 | -2 | 2 | -6 | 25 | -12 |
| COc1ccc(O)c(CN2CCN(CCCc3ccccc3)C(CCO)C2)c1 (stereo not given) | -7 | 2 | 4 | 1.7 | 3 | -2 | 1 | 11 | 8 | -11 |
| CCCCCCOc1ccc(N2C(=O)CC(N3CCN(CCN=CC4=C(O)CC(C)(C)CC4=O)CC3)C2=O)cc1 (stereo not given) | 9 | 1 | 0 | 6.3 | -1 | 1 | 3 | 6 | 17 | -2 |
| Cc1cccc(/C=C2/S/C(=N/N=C3\CC4CCC3(C)C4(C)C)NC2=O)c1 (stereo not given) | . | 125* | -2 | . | -8 | . | . | . | 2 | -15 |
| O=C(c1ccccc1)c1cnc2ccc(Cl)cc2c1N1CCOCC1 | -16 | -1 | -2 | 0.0 | 2 | 10 | 0 | 4 | 26 | -13 |
| CCS(=O)(=O)c1c(S(=O)(=O)CC)c2ccccn2c1C(N)=O | -16 | -1 | -8 | -0.5 | -4 | 10 | -1 | -1 | -9 | -6 |
| N#Cc1c(NC(=O)CSc2ncn[nH]2)sc2c1CCCCC2 | 82* | 3 | 10 | -3.4 | 3 | 6 | -24 | -37 | 20 | 2 |
| Cc1cccc(NS(=O)(=O)c2cccc(C(=O)NCC3(N4CCCCC4)CCCCC3)c2)c1 | -16 | -4 | . | 0.6 | . | 1 | 5 | -7 | 20 | . |
| CCN(C(C)=O)c1cccc2ccccc12 | 7 | -17 | 2 | -0.6 | 0 | -6 | -6 | 7 | 9 | -21 |

Screening results (PubChem BioAssay)

Rows were taken by chance; 6% or so of the library scored in one or more.
